Screening data (PubChem)
OXTR potentiate – potentiators of human oxytocin receptor. activation, % at 3 µM. hit rate 0.061% among 320,000. CHO-OTR cells, Fluo-8 calcium fluorescence, potentiator mode; 0% = oxytocin EC15, 100% = EC100. P30559;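 active = activation above that plate's cutoff, the mean activation of tested compounds plus 3 SD, cut at about 6.6% in these data, passing the limit was not always enough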;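 note: 100% uses oxytocin at 75 nM as the full agonist control; some results filed as inactive read as strong as hits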
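Dosing: Single dose, 3.0 µM nominal final compound concentration | Material: Human OTR in CHO cells | Technique: Kinetic Fluo-8 calcium fluorescence | Benchmarks: EC15 oxytocin alone as 0%, 75 nM oxytocin as 100% | Probe or stimulus: Oxytocin at about EC15, sub-maximal agonist stimulus | Incubation: Compound 6 min at room temperature before oxytocin, 100 s read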
CHRM1 PAM – potentiates human M1 receptor response to acetylcholine | P11229 | CHO-K1 hM1, Fluo-8 calcium fluorescence, ACh EC20; 0% = ACh EC20, 100% = maximal ACh | activation, % at 3 µM | hit rate 0.088% among 360,000; in the data active = activation above about 19%, passing the limit was not always enough
Target sequence (P11229 whole entry, looked up): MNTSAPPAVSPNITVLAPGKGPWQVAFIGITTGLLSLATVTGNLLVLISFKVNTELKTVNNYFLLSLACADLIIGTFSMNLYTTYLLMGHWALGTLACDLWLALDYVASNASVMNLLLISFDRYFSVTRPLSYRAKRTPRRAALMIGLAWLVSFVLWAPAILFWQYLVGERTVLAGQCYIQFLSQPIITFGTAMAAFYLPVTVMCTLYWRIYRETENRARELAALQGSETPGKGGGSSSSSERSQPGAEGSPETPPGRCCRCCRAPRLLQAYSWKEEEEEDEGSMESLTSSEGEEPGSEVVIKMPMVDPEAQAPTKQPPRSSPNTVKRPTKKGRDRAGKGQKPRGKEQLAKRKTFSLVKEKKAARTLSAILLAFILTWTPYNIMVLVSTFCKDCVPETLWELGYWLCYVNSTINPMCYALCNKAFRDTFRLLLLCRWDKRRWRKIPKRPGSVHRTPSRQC
CHO-K1 Ca ag – counter-screen for M1 agonists: effect in parental CHO-K1 cells; Fluo-8 calcium fluorescence; scaled to maximal ATP response, vehicle zero; activation, % at 3 µM; hit rate 0.48% among 360,000; AID 602248; in the data active = activation above about 15%;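 note: untransfected CHO-K1 host cells lacking M1 receptor as counterscreen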
CHO-K1 Ca antag – M1 antagonist counterscreen hit in parental CHO-K1 cells | inhibition, % at 3 µM | ATP-induced calcium, Fluo-8 fluorescence | hit rate 0.6% among 360,000;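 active = inhibition above a per-plate cutoff, the plate's mean sample inhibition plus 3 SD, cut at about 24% in these data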;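 note: 0% = DMSO plus EC80 ATP and 100% = DMSO alone without ATP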
CHRM1 agonist – activates human CHRM1 receptor | P11229 | CHO-K1 hM1, Fluo-8 calcium fluorescence, agonist mode; 0% DMSO, 100% acetylcholine EC100 | hit rate 0.33% among 360,000 | activation, % at 3 µM;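 active = activation above the run's mean compound activation plus 3 SD, cut at about 16% in these data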;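 note: peak over basal fluorescence ratio within a 140 s kinetic read after compound addition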
CHRM1 antagonist – antagonists of human M1 muscarinic receptor | P11229 | AID 588852 | CHO-K1 hM1, Fluo-8 calcium fluorescence, ACh EC80 antagonist | hit rate 1.3% among 360,000 | inhibition, % at 3 µM;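 active = percent inhibition above its own plate's cutoff, namely the mean of that plate's compound wells plus 3 SD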;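 note: peak over basal fluorescence ratio during 140 s after agonist addition; 0% = ACh EC80 plus DMSO and 100% = DMSO alone without agonist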
CHO parental Ca – counter-screen: ATP calcium response change in parental CHO cells; parental CHO-K1, ATP-induced calcium, Fluo-8 fluorescence; inhibition, % at 5.6 µM; hit rate 0.63% among 330,000; AID 463079;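 active = inhibition above that plate's mean sample inhibition plus 3 SD, cut at about 26% in these data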;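 note: 0% = ATP-challenged DMSO wells and 100% = DMSO wells without ATP; some compounds past the cut are filed as inactive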
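Material – parental CHO cells · Reagent – ATP stimulus · Compound – single nominal dose of 5.6 µM per compound · Detection – Fluo-8 fluorescence · Read-out basis – percent inhibition of calcium signal · Controls – ATP-challenged DMSO wells low, unchallenged DMSO wells high · Repeats – no replicates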
CHRM4 antagonist – blocks acetylcholine activation of human M4 receptor; P08173; CHO-hM4 cells, ACh EC80, Fluo-8 calcium fluorescence; inhibition, % at 3 µM; hit rate 0.73% among 360,000; AID 624125;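 active = inhibition above its plate's cutoff, the mean inhibition of sample wells plus 3 SD, cut at about 27% in these data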;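 note: 0% = acetylcholine EC80 with DMSO and 100% = DMSO without agonist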
Target sequence (P08173 whole entry, looked up): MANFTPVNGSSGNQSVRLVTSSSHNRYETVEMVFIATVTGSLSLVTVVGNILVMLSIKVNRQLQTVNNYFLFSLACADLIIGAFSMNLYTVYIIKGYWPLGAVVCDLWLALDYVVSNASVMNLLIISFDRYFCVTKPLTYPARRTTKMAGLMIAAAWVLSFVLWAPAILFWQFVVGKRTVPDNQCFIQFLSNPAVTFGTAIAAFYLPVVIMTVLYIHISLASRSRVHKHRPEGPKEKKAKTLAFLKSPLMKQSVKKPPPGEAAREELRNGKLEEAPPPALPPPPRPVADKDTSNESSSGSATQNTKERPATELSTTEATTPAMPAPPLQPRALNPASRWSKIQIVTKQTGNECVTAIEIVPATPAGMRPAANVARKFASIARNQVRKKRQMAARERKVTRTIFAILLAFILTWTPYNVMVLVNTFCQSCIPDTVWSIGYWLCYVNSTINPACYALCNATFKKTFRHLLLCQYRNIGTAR
CHRM4 agonist – CHRM4 agonism in calcium assay; P08173; CHO-K1 hM4/Gqi5, Fluo-8 calcium fluorescence; vehicle 0%, full acetylcholine response 100%; activation, % at 3 µM; hit rate 0.14% among 360,000;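 active = activation above the run mean over all test wells plus 3 SD, cut at about 32% in these data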;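 note: peak over basal fluorescence ratio per well then scaled between controls; 0% = DMSO wells and 100% = acetylcholine at EC100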
Numbers without * were called inactive; & = joins results of further samples. Outcome played no part in choosing rows; any-hit rate near 2.9%.

For Cn1c(=O)[nH]c2cc(Cl)cnc21 the results were OXTR potentiate -10, CHRM1 PAM -10, CHO-K1 Ca ag -0.3, CHO-K1 Ca antag 7, CHRM1 agonist -3, CHRM1 antagonist 12, CHO parental Ca 2, CHRM4 antagonist 9 and CHRM4 agonist 0.
COc1ccc(C2=Nn3c(nnc3-c3cc(C)[nH]n3)SC2)cc1 was read as OXTR potentiate 0, CHRM1 PAM 11, CHO-K1 Ca ag -0.2, CHO-K1 Ca antag 5, CHRM1 agonist -5, CHRM1 antagonist -11, CHO parental Ca -8, CHRM4 antagonist 4 and CHRM4 agonist -1.
O=C(CN1CCN(Cc2ccc3c(c2)OCO3)CC1)N1CCc2[nH]c3ccc(F)cc3c2C1 was read as OXTR potentiate -16, CHRM1 PAM -12, CHO-K1 Ca ag 1.5, CHO-K1 Ca antag 8, CHRM1 agonist -5, CHRM1 antagonist 26, CHO parental Ca -13, CHRM4 antagonist 5 and CHRM4 agonist 6.
`O=C(c1cc2cc(Cl)ccc2o1)N1CCCC1` gave OXTR potentiate -4, CHRM1 PAM 4, CHO-K1 Ca ag -0.6, CHO-K1 Ca antag -2, CHRM1 agonist -5, CHRM1 antagonist -7, CHO parental Ca -11, CHRM4 antagonist -1 and CHRM4 agonist -1.
C(C#CCCCCCCCCC[n+]1ccccc1)#CCCCCCCCCC[n+]1ccccc1 was read as OXTR potentiate -18, CHRM1 PAM -27&-36, CHO-K1 Ca ag 0.7&0.1, CHO-K1 Ca antag -6&-6, CHRM1 agonist -5&-13, CHRM1 antagonist 98*, CHO parental Ca 15, CHRM4 antagonist 92* and CHRM4 agonist 0&0.
For CCn1cc(/C=N\NC(=O)C2(C)CC2(Cl)Cl)c(C)n1 (stereo not given) the results were OXTR potentiate -7, CHRM1 PAM -3, CHO-K1 Ca ag 0.6, CHO-K1 Ca antag -6, CHRM1 agonist -4, CHRM1 antagonist 8, CHO parental Ca -7, CHRM4 antagonist 8 and CHRM4 agonist 0.
For Cc1cccc2c3c([nH]c12)CCN(C)C3 the results were OXTR potentiate -15, CHRM1 PAM -3, CHO-K1 Ca ag 0.3, CHO-K1 Ca antag 0, CHRM1 agonist -11, CHRM1 antagonist -1, CHO parental Ca -7, CHRM4 antagonist -8 and CHRM4 agonist 0.
Screening Cc1csc(SCC(=O)NCCc2ccc(Cl)cc2Cl)n1 returned OXTR potentiate -3, CHRM1 PAM 8, CHO-K1 Ca ag 0.0, CHO-K1 Ca antag 3, CHRM1 agonist -7, CHRM1 antagonist -4, CHO parental Ca -14, CHRM4 antagonist 13 and CHRM4 agonist -1.
Cc1nc(S(=O)(=O)c2ccc(Cl)cc2)c(N(C)C)o1 was read as OXTR potentiate -6, CHRM1 PAM 4, CHO-K1 Ca ag 1.3, CHO-K1 Ca antag -9, CHRM1 agonist -2, CHRM1 antagonist 4, CHO parental Ca 3, CHRM4 antagonist 3 and CHRM4 agonist 0.
`O=C(/C(=C/c1ccc(Cl)cc1)c1nc2ccccc2[nH]1)c1ccccc1` gave OXTR potentiate -14, CHRM1 PAM -21, CHO-K1 Ca ag 1.1, CHO-K1 Ca antag -11, CHRM1 agonist 0, CHRM1 antagonist 94*, CHO parental Ca -14, CHRM4 antagonist 38* and CHRM4 agonist 1.
O=C(NCC1CCCN1S(=O)(=O)c1cccs1)C(=O)Nc1ccc(F)cc1 (stereo not given) was read as OXTR potentiate 0, CHRM1 PAM 3, CHO-K1 Ca ag 2.5, CHO-K1 Ca antag 10, CHRM1 agonist -4, CHRM1 antagonist -2, CHO parental Ca -6, CHRM4 antagonist -8 and CHRM4 agonist 3.
`CCOC(=O)NN=C1c2ccccc2-c2ccccc21` gave CHRM1 PAM 2, CHO-K1 Ca ag 6.9, CHO-K1 Ca antag 2, CHRM1 agonist -3, CHRM1 antagonist 6, CHRM4 antagonist -11 and CHRM4 agonist 0.
Screening COc1cc(OC)c(-c2c3cc(O)c(=O)cc-3oc3cc(O)c(O)cc23)cc1OC returned OXTR potentiate -12, CHRM1 PAM -28, CHO-K1 Ca ag 258*, CHO-K1 Ca antag 68*, CHRM1 agonist 385*, CHRM1 antagonist 74*, CHO parental Ca 74*, CHRM4 antagonist 52* and CHRM4 agonist 212*.
COc1cc(C=O)ccc1OCCOCCOc1ccccc1Cl was read as OXTR potentiate -10, CHRM1 PAM 6, CHO-K1 Ca ag 0.9, CHO-K1 Ca antag -2, CHRM1 agonist -2, CHRM1 antagonist -27, CHO parental Ca -4, CHRM4 antagonist -9 and CHRM4 agonist 2.
For Cc1ccc2c(C)c(C(=O)N3CCC(O)(c4ccccc4)CC3)oc2c1C the results were OXTR potentiate -7, CHRM1 PAM 14, CHO-K1 Ca ag 0.8, CHO-K1 Ca antag -3, CHRM1 agonist -2, CHRM1 antagonist -21, CHO parental Ca -29, CHRM4 antagonist -13 and CHRM4 agonist 3.
CC(=O)c1c(C)n(-c2ccc(Cl)cc2)c2ccc(O)cc12 was read as OXTR potentiate -14, CHRM1 PAM 4, CHO-K1 Ca ag 1.1, CHO-K1 Ca antag -9, CHRM1 agonist -3, CHRM1 antagonist -2, CHO parental Ca -1, CHRM4 antagonist 1 and CHRM4 agonist -1.
Screening CCC(C(=O)NC1CCCC1)N(C(=O)c1snc(C(N)=O)c1N)c1ccc(OC)cc1 (stereo not given) returned OXTR potentiate 0, CHRM1 PAM 8, CHO-K1 Ca ag 0.3, CHO-K1 Ca antag -4, CHRM1 agonist -1, CHRM1 antagonist -8, CHO parental Ca -17, CHRM4 antagonist 9 and CHRM4 agonist 0.
CC(=O)c1cccc(NC(=O)CC2Oc3ccc(C)cc3NC2=O)c1 (stereo not given) was read as OXTR potentiate 2, CHRM1 PAM 11, CHO-K1 Ca ag 2.1, CHO-K1 Ca antag -4, CHRM1 agonist 1, CHRM1 antagonist -15, CHO parental Ca -12, CHRM4 antagonist 6 and CHRM4 agonist 6.
COC(=O)[C@@H]1C[C@@]2(O)[C@@H](O)[C@@H](O)[C@@H](O)C[C@H]2N1CC1CCCCC1 was read as OXTR potentiate -8, CHRM1 PAM 12, CHO-K1 Ca ag 0.3, CHO-K1 Ca antag -6, CHRM1 agonist -1, CHRM1 antagonist -6, CHO parental Ca 3, CHRM4 antagonist 13 and CHRM4 agonist 0.
For Cc1cc(NC(=O)c2cccc(N3C(=O)CCC3=O)c2)no1 the results were OXTR potentiate -3, CHRM1 PAM 12, CHO-K1 Ca ag 0.8, CHO-K1 Ca antag -20, CHRM1 agonist -1, CHRM1 antagonist -22, CHO parental Ca 11, CHRM4 antagonist -6 and CHRM4 agonist 0.
Cc1ccc(N=C2NC(=O)c3cc([N+](=O)[O-])ccc32)cc1 was read as OXTR potentiate 3, CHRM1 PAM 8, CHO-K1 Ca ag 0.0, CHO-K1 Ca antag -2, CHRM1 agonist -7, CHRM1 antagonist -4, CHO parental Ca 9, CHRM4 antagonist -3 and CHRM4 agonist 0.
`Cc1ccc(CN2CCC(C(=O)c3ccc(F)cc3)CC2)cc1` gave CHRM1 PAM -15, CHO-K1 Ca ag 1.0, CHO-K1 Ca antag 5, CHRM1 agonist -6, CHRM1 antagonist 20, CHRM4 antagonist 2 and CHRM4 agonist 2.
Screening O=C(COC(=O)c1cc(S(=O)(=O)N2CCCCC2)ccc1N1CCOCC1)c1ccc(F)cc1 returned OXTR potentiate -10, CHRM1 PAM 2, CHO-K1 Ca ag 0.2, CHO-K1 Ca antag -17, CHRM1 agonist -5, CHRM1 antagonist -11, CHO parental Ca 14, CHRM4 antagonist -16 and CHRM4 agonist 1.
`CC(=O)Nc1ccc(NC(=O)COC(=O)c2ccco2)cc1` gave OXTR potentiate -10, CHRM1 PAM 13, CHO-K1 Ca ag 0.3, CHO-K1 Ca antag -13, CHRM1 agonist 2, CHRM1 antagonist -16, CHO parental Ca -12, CHRM4 antagonist 2 and CHRM4 agonist 1.

A draw from above in order of count of non-hydrogen atoms, rising.
`CCOC(=O)NN=C1c2ccccc2-c2ccccc21` gave CHRM1 PAM 2, CHO-K1 Ca ag 6.9, CHO-K1 Ca antag 2, CHRM1 agonist -3, CHRM1 antagonist 6, CHRM4 antagonist -11 and CHRM4 agonist 0.
COC(=O)[C@@H]1C[C@@]2(O)[C@@H](O)[C@@H](O)[C@@H](O)C[C@H]2N1CC1CCCCC1 was read as OXTR potentiate -8, CHRM1 PAM 12, CHO-K1 Ca ag 0.3, CHO-K1 Ca antag -6, CHRM1 agonist -1, CHRM1 antagonist -6, CHO parental Ca 3, CHRM4 antagonist 13 and CHRM4 agonist 0.
Screening COc1cc(OC)c(-c2c3cc(O)c(=O)cc-3oc3cc(O)c(O)cc23)cc1OC returned OXTR potentiate -12, CHRM1 PAM -28, CHO-K1 Ca ag 258*, CHO-K1 Ca antag 68*, CHRM1 agonist 385*, CHRM1 antagonist 74*, CHO parental Ca 74*, CHRM4 antagonist 52* and CHRM4 agonist 212*.

The list goes on.
For COc1cccc(CN(C(=O)COc2ccc(Cl)cc2)C2CCS(=O)(=O)C2)c1 (stereo not given) the results were OXTR potentiate -22, CHRM1 PAM 4, CHO-K1 Ca ag 2.7, CHO-K1 Ca antag -26, CHRM1 agonist 0, CHRM1 antagonist -5, CHO parental Ca -6, CHRM4 antagonist -18 and CHRM4 agonist 1.
Screening O=C(COc1cc(O)c2c(=O)cc(-c3ccccc3)oc2c1)c1ccccc1 returned OXTR potentiate 0, CHRM1 PAM 8, CHO-K1 Ca ag 0.5, CHO-K1 Ca antag -4, CHRM1 agonist 0, CHRM1 antagonist -12, CHO parental Ca -22, CHRM4 antagonist 3 and CHRM4 agonist 1.
Screening Cc1oc(-c2cccc(C(F)(F)F)c2)nc1CN1CCN(c2ccccn2)CC1 returned OXTR potentiate 3, CHRM1 PAM 6, CHO-K1 Ca ag 0.4, CHO-K1 Ca antag -10, CHRM1 agonist -9, CHRM1 antagonist -10, CHO parental Ca -17, CHRM4 antagonist -2 and CHRM4 agonist 2.
Screening CCN(C(=O)COC(=O)C1CC1C)c1c(N)n(Cc2ccccc2)c(=O)[nH]c1=O (stereo not given) returned CHRM1 PAM 4, CHO-K1 Ca ag 0.5, CHO-K1 Ca antag 6, CHRM1 agonist -2, CHRM1 antagonist -17, CHRM4 antagonist 1 and CHRM4 agonist 1.
For COC(=O)CNC(=O)C(Cc1ccccc1)NS(=O)(=O)c1ccc2c(c1)c(=O)n(C)c(=O)n2C (stereo not given) the results were OXTR potentiate -1, CHRM1 PAM -2, CHO-K1 Ca ag 0.8, CHO-K1 Ca antag -16, CHRM1 agonist -7, CHRM1 antagonist 8, CHO parental Ca -3, CHRM4 antagonist 2 and CHRM4 agonist 0.
CC1=C(C(=O)N(C(C)C)C(C)C)CC(CC(=O)NC2CCCCC2)C(=O)N1Cc1ccc(F)cc1 (stereo not given) was read as CHRM1 PAM 9, CHO-K1 Ca ag -0.6, CHO-K1 Ca antag -24, CHRM1 agonist -7, CHRM1 antagonist -39, CHRM4 antagonist -4 and CHRM4 agonist 0.
